Assay outcomes: PubChem BioAssay, National Center for Advancing Translational Sciences (NCATS)
GPT2 inh = blocks human glutamate pyruvate transaminase 2; Recombinant GPT2, coupled pyruvate oxidase/HRP Amplex Red fluorescence; Potency, µM (highest dose often 57.7 µM), for the others: top-dose activity change, negative = inhibition, usual class: inhibitors; Q8TD30; 100,000 tested, 0.25% active; also: potency is read from the fitted curve at half-maximal effect; nearly all actives have a fitted effect of over 60% in size; many of its hits are not listed in these tables
Target sequence (Q8TD30 whole entry, looked up): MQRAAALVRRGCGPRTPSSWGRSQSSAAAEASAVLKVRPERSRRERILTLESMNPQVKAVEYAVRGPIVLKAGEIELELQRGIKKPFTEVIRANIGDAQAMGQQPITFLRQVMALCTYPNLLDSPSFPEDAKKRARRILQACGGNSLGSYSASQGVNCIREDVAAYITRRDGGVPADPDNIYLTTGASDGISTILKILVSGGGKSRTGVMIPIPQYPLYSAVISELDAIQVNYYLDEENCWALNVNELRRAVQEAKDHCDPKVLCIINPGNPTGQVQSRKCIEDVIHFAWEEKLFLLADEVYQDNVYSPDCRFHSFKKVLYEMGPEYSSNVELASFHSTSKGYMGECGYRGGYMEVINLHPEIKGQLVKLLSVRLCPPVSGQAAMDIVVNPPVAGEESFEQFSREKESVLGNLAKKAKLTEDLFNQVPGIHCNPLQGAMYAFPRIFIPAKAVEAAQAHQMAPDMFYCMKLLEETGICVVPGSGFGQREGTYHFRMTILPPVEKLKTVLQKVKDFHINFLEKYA
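GPT2 10ng/uL, a-KG 250uM, L-Ala 2mM, HEPES pH7.5 + 0.0001% Tween; 30 min RT. Then Amplex mix (PO/HRP/ThPP), 30 min RT dark, fluorescence. AOA 50uM used as positive control.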
SNCA viab count = cell viability loss counter-screen; HEK-293-SNCA-luc viability, GF-AFC fluorescence, 24 h; Potency, µM (top dose mostly 57.1 µM), without a hit: top-dose activity change, negative = cytotoxicity, hits mostly cytotoxic; 150,000 tested, 0.12% active; AID 1671193;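 also: potency is read from the fitted curve at half-maximal effect; 0% = DMSO-treated cells and -100% = medium-only wells without cells; nearly all actives have a fitted effect of over 30% in size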
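HEK-293-SNCA-luc cells (1500/well) plated 24 h, then exposed 24 h to a dilution series; GF-AFC added 30 min at 37C, fluorescence 405/540 nm; normalised to medium-only and DMSO wells, Hill fit.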
NIH3T3 tox = kills NIH 3T3 cells; 94,000 tested, 4.3% active; NIH 3T3 viability, CellTiter-Glo ATP luminescence, 48-72 h; Potency, µM (titrated, usually from 96.7 µM), for inactives: at the top dose activity change, negative = cytotoxicity, hits mostly inhibitors; AID 1345082; also: potency is read from the fitted curve at half-maximal effect; nearly all actives have a fitted effect of over 55% in size
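ATP-dependent luminescence (CellTiter-Glo) served as the viability signal for NIH 3T3 cells treated with compound for 48 or 72 hr at 37 °C.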
IP6K1 inh = inhibitors of human IP6K1 | AID 1645851 | Q92551 | activity change, % (series mostly up to about 58 µM) | 140,000 tested, 0.81% active | IP6K1 kinase, ADP-Glo luminescence, 2 h; active compounds read low; in the data active = activity change below about -25%
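ADP-Glo luminescence measures ADP made by human IP6K1 during a 2 h RT reaction with ATP/IP6 (mix at 1.3 mM/130 uM); top library doses 57.5 and 19.1 uM final.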
SNCA expr inh = reduces expression of the alpha-synuclein gene | HEK-293 SNCA-luciferase knock-in, luminescence, 24 h | Potency, µM (series often up to 57.2 µM), for inactives: at the top dose activity change, negative = inhibition, hits mostly inhibitors | 140,000 tested, 0.17% active | AID 1671194;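 also: potency is read from the fitted curve at half-maximal effect; plate controls were DMSO cells for no effect and cell-free wells for full effect; nearly all actives have a fitted effect of over 45% in size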
HEK cytotox = HEK 293 cell cytotoxicity | HEK 293 viability, ATP luminescence (CellTiter-Glo), 48-72 h | Potency, µM (series often up to 115 µM), for inactives: top-dose activity change, negative = cytotoxicity, hits mostly inhibitors | 94,000 tested, 6.6% active | AID 1345083; also: potency is read from the fitted curve at half-maximal effect; nearly all actives have a fitted effect of over 60% in size
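Cytotoxicity was scored by loss of ATP-coupled luminescence (CellTiter-Glo) in HEK 293 cells. Compound treatment ran 48 or 72 hr at 37 degree Celsius, 5% CO2, 95% humidity.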
Luciferase inh = blocks purified firefly luciferase enzyme activity. AID 1347043. 76,000 tested, 2.5% active. P08659. purified P. pyralis luciferase, luminescence, biochemical. Potency, µM (top dose mostly 115 µM), for the others: at the top dose activity change, negative = inhibition, most hits filed as inhibitors; also: potency is read from the fitted curve at half-maximal effect; nearly all actives have a fitted effect of over 65% in size
Target sequence (P08659 whole entry, looked up): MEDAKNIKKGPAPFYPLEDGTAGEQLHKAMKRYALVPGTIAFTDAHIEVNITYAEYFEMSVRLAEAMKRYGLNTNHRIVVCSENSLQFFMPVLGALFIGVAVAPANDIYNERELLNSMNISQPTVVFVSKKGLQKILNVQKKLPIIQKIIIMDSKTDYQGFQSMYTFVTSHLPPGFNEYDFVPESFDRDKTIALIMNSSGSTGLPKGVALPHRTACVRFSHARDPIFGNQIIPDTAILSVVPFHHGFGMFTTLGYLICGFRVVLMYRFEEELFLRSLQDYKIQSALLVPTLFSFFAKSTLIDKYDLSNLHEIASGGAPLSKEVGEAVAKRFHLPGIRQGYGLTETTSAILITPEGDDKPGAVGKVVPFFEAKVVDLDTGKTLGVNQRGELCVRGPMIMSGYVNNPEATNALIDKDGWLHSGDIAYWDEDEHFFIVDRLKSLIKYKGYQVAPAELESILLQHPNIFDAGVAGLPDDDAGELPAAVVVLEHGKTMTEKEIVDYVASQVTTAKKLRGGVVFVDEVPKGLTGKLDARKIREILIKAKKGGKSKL
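Purified P. pyralis luciferase (10nM final) in 50mM Tris acetate pH 7.5, 10mM Mg acetate, 0.01% Tween-20, 0.05% BSA with 10uM D-luciferin and 10uM ATP. Compounds titrated qHTS. Luminescence imaged on CCD.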
* hit, by the source's call; i = inactive; ? = inconclusive; / = not tested or not shown; [ ] = dose if it differs, or a comment. Unless noted, calls follow the shape of the dose curve; as a rule, active = well fitted curve in the direction sought with a large enough effect; inconclusive = small, poorly fitted or top-dose-only effect, or another doubt; inactive = no such curve, though single readings can be large; an effect the other way counts as inactive or inconclusive. Unless noted, % is scaled to controls: 0 for no effect and ±100 for the full control effect. This is a subset (hit frequency here may not be typical).

compound,GPT2 inh,SNCA viab count,NIH3T3 tox,IP6K1 inh,SNCA expr inh,HEK cytotox,Luciferase inh
CCCCc1cn(C[C@H]2C[C@@H]3CCN2C[C@@H]3C(=O)NCc2ccc(F)cc2)nn1,-4%[88.5 µM],3%[87.6 µM],-19%[174 µM],10,-6%[87.6 µM],3%[172 µM],-5%[172 µM]
Cn1nc(-c2ccc(F)cc2)cc1[C@H]1CN2CC[C@H]1C[C@@H]2CNS(=O)(=O)c1cccs1,-20%,9%,?,1,4%,-21%,2%
COc1cccc(NC(=O)c2cccn(Cc3ccccc3C)c2=O)c1,/,-14%,/,-11,55%[activator],/,/
O=C(NCCN1CCC2(CC1)C(=O)NCN2c1cccc(F)c1)c1ccc(F)c(F)c1,5%,-19%,/,-7,/,/,/
CC(C)CC(=O)N1CCC2(CC1)c1nccn1-c1ccccc1CN2C,i,6%,-9%,9,4%,-1%,2%
O=[S+]1([O-])NCC2(CCN(Cc3cccs3)C2)Oc2ncccc21 (stereo unspecified),3%,-7%,3%,15,-13%,5%,/
CCc1nnc2ccc(N3CCN(CC)CC3)nn12,-13%,3%,-21%,13,47%[activator],-5%,-3%
Fc1cnccc1CN1CC[C@@H]2CN(Cc3ccccc3)[C@@H]2C1,-8%,10%,-14%,-4,18%,-24%,/
O=C(c1cccs1)C1CCCN(Cc2nc(-c3ccccn3)no2)C1 (stereo unspecified),-18%,5%,-20%,-5,14%,-22%,1%
O=C(Nc1ccncc1)C(=O)c1cn(Cc2ccc(Cl)cc2)c2ccccc12,4%,-2%,/,/,-19%,/,/
CC(C)NC(=O)N1CCC2(CC1)c1nccn1-c1ccccc1CN2C,5%,3%,?,14,-7%,11%,-2%
CCN1C[C@@]2(COC)C3[C@@H](OC)C4[C@@H]1C3([C@@H]1C[C@]3(O)[C@H](OC(=O)c5ccccc5)[C@@H]1[C@]4(OC(C)=O)[C@@H](O)[C@@H]3OC)[C@H](OC)C[C@H]2O,i,-16%,/,/,-4%,/,/
Cn1nc(-c2ccc(F)cc2)cc1[C@H]1CN2CC[C@H]1C[C@@H]2CNC(=O)NCc1ccccc1,i,-7%,?,-4,-21%,25µM*,14%
CC12NC(Cc3ccccc31)c1ccccc12 (stereo unspecified),?,6%,/,/,-3%,/,/
CN1C(=O)[C@H]2CN(Cc3ccco3)C[C@H]2C1=O,i,6%,i,-2,5%,2%,-6%
COCCNC(=O)N1CCC2(C1)C(=O)N(C)c1ccc(OC)cc12 (stereo unspecified),2%,-4%,5%,-15,6%,1%,5%
Cc1ccc(CNC(=O)CCCn2c(=O)c3sccc3n(CC(=O)Nc3c(C)cccc3C)c2=O)cc1,/,10%,/,3,7%,/,/
CCOc1ccc2nc(NC(=O)c3cccn(Cc4ccccc4Cl)c3=O)sc2c1,/,12%,/,1,36%[activator],/,/
COC[C@@H](NC(C)=O)C(=O)NCc1ccccc1,-8%,-1%,/,29,-3%,/,/
CCC(=O)N1CC(=O)Nc2ccc(C)cc2C1c1ccc(F)cc1 (stereo unspecified),/,-9%,/,-23,-2%,/,/
CC1CCN(C[C@H]2CN3CC[C@H]2C[C@@H]3CNS(C)(=O)=O)CC1,-6%[88.5 µM],-16%[87.6 µM],-13%[174 µM],5,-14%[87.6 µM],-4%[172 µM],3%[172 µM]
CCCS(=O)(=O)N1C[C@@H]2C[C@H](C1)c1ccc(-c3ccccc3C)c(=O)n1C2,2%[88.5 µM],2%[87.6 µM],4%[174 µM],4,-8%[87.6 µM],i,7%[172 µM]
C[C@@H]1CN(Cc2ccc(F)cc2)CCN1C(=O)COc1ccc(Cl)cc1NC(N)=O,0%,-36%,/,-6,/,/,/
O=C(NCc1ccc(F)cc1)[C@H]1CN2CCC1C[C@@H]2Cn1cc(CSc2ccccc2)nn1 (stereo partly specified),4%,-3%,?,20,5%,?,-9%
Cc1ncc2c(n1)C[C@@H]1CC[C@H]2N1C(=O)COc1ccc(F)cc1,-6%,5%,-4%,29,6%,5%,-7%
COCC(=O)N1[C@H]2CC[C@@H]1c1cnc(-c3ccccc3)nc1C2,i,6%,-18%,0,-6%,-4%,0%
OCCNc1cc(N2CC[C@@]3(O)CCNC[C@H]3C2)ncn1,1%,3%,-2%,7,9%,-4%,-2%
O=C(NC1CC1)[C@H]1CN2CCC1C[C@@H]2Cn1cc(C2(O)CCCCC2)nn1 (stereo partly specified),-5%[88.5 µM],0%[87.6 µM],-4%[174 µM],9,1%[87.6 µM],3%[172 µM],-6%[172 µM]
O=C(NCc1ccncc1)C1CNCC12CCOCC2 (stereo unspecified),-13%,4%,0%,10,-7%,i,-2%
O=C(COc1ccc(F)cc1)N1[C@H]2CC[C@@H]1c1cnc(-c3ccc(F)cc3)nc1C2,i,-3%,?,0,-1%,?,0%
O=c1c2ccccc2nc(/C=C/c2ccccc2O)n1-c1ccc(Br)cc1,/,-15%,/,10,?,/,/
Cc1ccccc1-c1ccc2n(c1=O)C[C@H]1C[C@@H]2CN(C(=O)NC2CCCCC2)C1,2%[88.5 µM],-18%[87.6 µM],-14%[174 µM],18,0%[87.6 µM],-14%[172 µM],2%[172 µM]
COc1ccc(CN2CCC3(CC(c4cccnc4)=NO3)C2)cc1 (stereo unspecified),2%,-7%,?,7,-10%,?,/
CCCS(=O)(=O)N1[C@H]2CC[C@@H]1c1cnc(C)nc1C2,3%,4%,i,4,-17%,i,10%
CCCSP(=O)(OCC)SCCC,-12%[88.5 µM],8%,/,24,-15%,/,/
O=C1Nc2ccccc2CC12CCCN2Cc1ccccn1 (stereo unspecified),-5%,-4%,-12%,-9,-17%,-6%,/
O=C(O)C1=NOC2CN(Cc3ccncc3)CC12 (stereo unspecified),-17%[88.5 µM],-11%[87.6 µM],4%[174 µM],3,-6%[87.6 µM],5%[230 µM],/
CN1CC[C@@]2(C)c3cc(O)ccc3N(C)C12 (stereo partly specified),?,?,/,/,-2%,/,/
N=C(N)c1ccc(CS(=O)(=O)F)cc1,i,0%,/,/,15%,/,/
O=C(C1CC1)N1[C@H]2CC[C@@H]1c1cnc(-c3ccc(F)cc3)nc1C2,i,-11%,?,39,72%[activator],?,?
CC(N)[C@H](O)c1ccc(O)c(O)c1 (stereo partly specified),?,-2%,/,/,7%,/,/
Cc1cccc(CN2C(=O)CN=C(c3ccccc3)c3cc(Cl)ccc32)c1,/,-10%,/,-10,?,/,/
COc1cc(CC(C)N)cc(OC)c1OC (stereo unspecified),i,81%,/,-15,37%,/,/
O=C(NCc1ccccc1)[C@H]1CN2CCC1C[C@@H]2Cn1cc(CC2CCCCC2)nn1 (stereo partly specified),4%[88.5 µM],-2%[87.6 µM],1%[174 µM],21,-27%[87.6 µM],4%[172 µM],-4%[172 µM]
COc1ccc2c(c1)C1(CCN(C(=O)COc3ccccc3)C1)C(=O)N2C (stereo unspecified),i,14%,-34%,20,7%,-21%,-4%
COc1cc2c(cc1OCc1ccncc1)NC(=O)C21CCN(Cc2ccccc2)CC1,3%[88.5 µM],-11%[87.6 µM],79µM*,-22,-19%[87.6 µM],100µM*,-2%[172 µM]
C=C[C@H]1CN2CC[C@H]1C[C@@H]2CNC(=O)C1CCCCC1,i,-2%[87.6 µM],-8%[230 µM],-10,-5%[87.6 µM],i,11%[230 µM]
C[N+]1(C)CCc2cc3c(cc2[C@H]1[C@@H]1OC(=O)c2c1ccc1c2OCO1)OCO3,i,4%,/,/,-19%,/,/
C=CCN(C)C[C@H]1CN2CC[C@H]1C[C@@H]2CNC(=O)Nc1cccc(SC)c1,0%[88.5 µM],-8%[87.6 µM],100µM*,-1,30%[activator][87.6 µM],63µM*,-10%[172 µM]
CCN(CC)C(=O)c1ccc(NC(=O)CCn2nc(-c3ccc(C)cc3)c3ccccc3c2=O)cc1,/,?,/,-7,?,/,/

By substructure: the compounds so far containing a thiophene ring, fused or not
compound,GPT2 inh,SNCA viab count,NIH3T3 tox,IP6K1 inh,SNCA expr inh,HEK cytotox,Luciferase inh
Cn1nc(-c2ccc(F)cc2)cc1[C@H]1CN2CC[C@H]1C[C@@H]2CNS(=O)(=O)c1cccs1,-20%,9%,?,1,4%,-21%,2%
O=[S+]1([O-])NCC2(CCN(Cc3cccs3)C2)Oc2ncccc21 (stereo unspecified),3%,-7%,3%,15,-13%,5%,/
O=C(c1cccs1)C1CCCN(Cc2nc(-c3ccccn3)no2)C1 (stereo unspecified),-18%,5%,-20%,-5,14%,-22%,1%
Cc1ccc(CNC(=O)CCCn2c(=O)c3sccc3n(CC(=O)Nc3c(C)cccc3C)c2=O)cc1,/,10%,/,3,7%,/,/

Some entries already given, showing only IP6K1 inh, SNCA expr inh and NIH3T3 tox.
SMILES | IP6K1 inh | SNCA expr inh | NIH3T3 tox
O=C(NCc1ccccc1)[C@H]1CN2CCC1C[C@@H]2Cn1cc(CC2CCCCC2)nn1 (stereo partly specified) | 21 | -27%[87.6 µM] | 1%[174 µM]
COc1ccc2c(c1)C1(CCN(C(=O)COc3ccccc3)C1)C(=O)N2C (stereo unspecified) | 20 | 7% | -34%
COc1cc2c(cc1OCc1ccncc1)NC(=O)C21CCN(Cc2ccccc2)CC1 | -22 | -19%[87.6 µM] | 79µM*
C=C[C@H]1CN2CC[C@H]1C[C@@H]2CNC(=O)C1CCCCC1 | -10 | -5%[87.6 µM] | -8%[230 µM]

The listing continues:
The line under a structure holds: GPT2 inh | SNCA viab count | NIH3T3 tox | IP6K1 inh | SNCA expr inh | HEK cytotox | Luciferase inh
- COc1ccccc1-c1cc([C@H]2CN3CC[C@H]2C[C@@H]3CNC(=O)c2ccc(C)cc2)n(C)n1
→ i | 0% | ? | -11 | 10% | -7% | -14%
- O=[S+]1([O-])NCC2(CCN(CC3CCCC3)C2)Oc2ncccc21 (stereo unspecified)
→ 3% | 0% | ? | -4 | -16% | i | /
- NP(N)(=O)NC(=O)c1ccc(F)cc1
→ i | 2%[23.9 µM] | / | 29 | 14%[25.6 µM] | / | /
- Cc1c(N2C(=O)[C@@H]3[C@H](O)CCN3C2=O)ccc(C#N)c1Cl
→ -10% | -31% | / | 4 | / | / | /
- O=[S+]1([O-])NC2(CCN(CC3CCCC3)C2)COc2ccncc21 (stereo unspecified)
→ i | 7% | -16% | 7 | 2% | -4% | /
